Source: PubChem BioAssay (several laboratories)
Rac1 GTP hydrolysis: MgcRacGAP GTPase-activating activity inhibitors, confirmation, biochemical, ADP Hunter fluorescence | MgcRacGAP-stimulated Rac1 GTP hydrolysis, ADP Hunter fluorescence; higher % means a stronger effect; GST-tagged Rac1 F28L mutant substrate | inhibition, % at 30 µM; hits with a dose series show IC50 in µM | hit rate 0.6% among 340,000 | AID 624330;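 active = first-screen hits whose inhibition reached a set limit at any dose in the follow-up dose series; inconclusive = inhibition above the set first-screen limit but never retested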;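 note: fluorescence reports GDP produced by GAP-driven GTP hydrolysis; strong numbers were not always called active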
GPR55 beta-arrestin: selective activators of receptor GPR55 – imaging, U2OS cells, beta-arrestin-GFP redistribution, primary screen (AID 1961); one-dose activation, % at 10 µM; EC50 in µM for titrated hits; U2OS GPR55 beta-arrestin-GFP redistribution imaging; higher % means a stronger effect; hit rate 0.048% among 290,000;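 active = activation above 40% with more than 50 cells counted in the well; inconclusive = wells holding fewer than 50 cells, flagged as toxic or sparse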;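 note: U2OS osteosarcoma cells stably expressing GPR55 and beta-arrestin-GFP; plate controls were DMSO negative control for no effect and LPI positive control for full effect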
Yfh1-depleted yeast: mitochondrial function rescue without frataxin homolog – Friedreich's ataxia, plus single-dose screen, dose response (AID 1465); S. cerevisiae Yfh1-off respiration, WST-1 reduction, 72 h; higher fold induction means a stronger effect; fold induction at 50 µM; hits with a dose series show EC50 in µM; hit rate 0.074% among 220,000;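 active = fold induction of absorbance versus untreated yeast above a set limit, then at least 30% activation at any dose in follow-up; inconclusive = repeats straddling the limit, or above it without dose testing; inactive = fold induction below the set limit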;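 note: activators that raise dye reduction in frataxin-depleted yeast; strong numbers were not always called active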
AID2073: disruptors of CaV2.2 binding to Mint1 – biochemical, HTRF (AID 2073); HTRF protein-protein interaction, Mint1-CaV2.2; higher % means a stronger effect; inhibition, % at 20 µM; hits with a dose series show IC50 in µM; hit rate 0.19% among 290,000; in the data active = inhibition mostly above about 51%, no sharp cut-off; inconclusive = no clear call, values can overlap the other calls; inactive = mostly below about 53%; note: some results filed as inactive read as strong as hits
NTR1 ag: NTR1-driven beta-arrestin-GFP spot formation – imaging, U2OS cells, high content, primary screen (AID 493036); P30989; agonist mode; activation, % at 20 µM; hit rate 0.17% among 330,000;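 active = activation at or above 40% of the spot to cytoplasm intensity ratio, with at least 20 cells analyzed; inconclusive = wells under 20 cells, flagged as cytotoxic or low count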;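 note: 0% = DMSO without peptide and 100% = 100 nM NTR1 peptide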
Target sequence (P30989 whole entry, looked up): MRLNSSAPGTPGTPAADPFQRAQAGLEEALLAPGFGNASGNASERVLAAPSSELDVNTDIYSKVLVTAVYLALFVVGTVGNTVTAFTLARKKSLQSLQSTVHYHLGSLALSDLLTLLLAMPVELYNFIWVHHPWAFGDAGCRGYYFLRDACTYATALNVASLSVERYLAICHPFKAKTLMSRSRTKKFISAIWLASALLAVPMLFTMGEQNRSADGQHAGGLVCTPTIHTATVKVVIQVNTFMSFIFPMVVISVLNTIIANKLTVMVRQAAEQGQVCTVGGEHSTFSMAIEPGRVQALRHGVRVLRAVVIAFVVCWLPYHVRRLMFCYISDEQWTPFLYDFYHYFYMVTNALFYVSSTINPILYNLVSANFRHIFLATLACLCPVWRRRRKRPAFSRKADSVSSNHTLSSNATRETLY
GPR55 antagonists: inhibition of LPI-stimulated GPR55 beta-arrestin translocation – imaging, U2OS, beta-arrestin-GFP, LPI agonist, primary screen (AID 2013); hit rate 0.13% among 290,000; U2OS GPR55 beta-arrestin-GFP translocation imaging, LPI antagonism; higher % means a stronger effect; inhibition, % at 10 µM; hits with a dose series show IC50 in µM;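 active = spots per cell inhibited over 60%, with over 100 cells counted and total cytoplasm intensity under 500,000; inconclusive = wells with under 100 cells, flagged as likely toxic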;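 note: U2OS cells stably carrying GPR55 and arrestin-GFP stimulated by 5 µM LPI near EC80; imaged beta-arrestin-GFP aggregate spots per cell after agonist stimulation; plate controls were LPI-stimulated DMSO wells for no effect and DMSO wells without LPI for full effect; some results filed as inactive read as strong as hits; confirmed hits need IC50 under 10 µM and bright autofluorescent wells are also inconclusive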
GPR35 antagonists: inhibition of zaprinast-stimulated GPR35 beta-arrestin translocation – imaging, U2OS, beta-arrestin-GFP, zaprinast agonist, primary screen (AID 2058); U2OS GPR35 beta-arrestin-GFP translocation imaging, zaprinast antagonism; higher % means a stronger effect; inhibition, % at 10 µM; hits with a dose series show IC50 in µM; hit rate 0.052% among 290,000;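 active = inhibition of at least 50% with at least 30 cells and total cytoplasm GFP at most 10,000,000; inconclusive = under 30 cells or total GFP of 10,000,000 plus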
NS5 inhibitors: Dengue-2 NS5 methyltransferase inhibitors, primary screen, biochemical, confirmation dose response (AID 588689); Dengue-2 NS5 methyltransferase capping enzyme assay, biochemical; higher % means a stronger effect; one-dose inhibition, % at 25 µM; IC50 in µM for titrated hits; hit rate 0.3% among 340,000; in the data active = a potency from the dose series; inconclusive = inhibition above about 29% without an active follow-up result
Large T inhibition: TAg ATPase/helicase activity blockers – biochemical (AID 1903) | hit rate 0.39% among 310,000 | inhibition, % at 20 µM; hits with a dose series show IC50 in µM | SV40 large T antigen ATPase/helicase inhibition assay; higher % means a stronger effect; in the data active = a potency from the dose series; inconclusive = inhibition mostly from about 32% at the one dose, without a potency; inactive = the rest, 99 in 100 with inhibition below about 32%; note: strong numbers were not always called active
NTR1 ag cell count 20 µM: recorded beside NTR1 ag, whose call it bears; cell count; measured here: cell count, cytotoxicity flag
Numbers without * were called inactive; i = inactive; u = inconclusive; x = not tested or not shown.

molecule	Rac1 GTP hydrolysis	GPR55 beta-arrestin	Yfh1-depleted yeast	AID2073	NTR1 ag	NTR1 ag cell count 20 µM	GPR55 antagonists	GPR35 antagonists	NS5 inhibitors	Large T inhibition
CC1=[N+]([O-])C(N2CCOCC2)C(O)(c2ccccc2)C1 (stereo unspecified)	12%	-0.3%	i	-1%	0.8	52	0%	-8%	-12%	5%
CCCc1sc(N/N=C/c2ccccn2)nc1-c1ccc(Br)cc1	7%	0.4%	i	-10%	14	47	0%	-3%	-7%	10%
CCCOc1ccc(N2C(=O)CC(SCC(N)C(=O)OCC)C2=O)cc1 (stereo unspecified)	3%	0.0%	x	1%	-0.5	53	-5%	-5%	-9%	7%
CC(=O)Nc1cc2c(cc1C(=O)C(C)C)OCCO2	9%	-0.1%	i	17%	0.1	55	7%	7%	-6%	-3%
COc1cc(NC(=O)C/C(C)=N/NC(=O)C(OC)c2ccccc2)c(OC)cc1Cl (stereo unspecified)	16%	0.2%	i	-7%	-1.1	44	-1%	1%	-1%	7%
O=C(O)c1ccc(-c2noc(-c3cccc(C(F)(F)F)c3)n2)cc1	4%	x	i	x	-2.7	79	x	x	2%	17%
CC(C)NCC(O)COc1ccc(CC(N)=O)cc1 (stereo unspecified)	6%	0.1%	i	5%	-0.1	51	4%	-2%	-2%	15%
Cc1ccc(C)c(S(=O)(=O)NC(CCC(N)=O)C(=O)O)c1 (stereo unspecified)	11%	-0.2%	i	2%	-0.2	27	6%	20%	-8%	x
CCN(CC)c1ccc(N2C(=O)CSC2=S)cc1	7%	-0.1%	i	38%	-1.0	45	12%	5%	-5%	37%
NC(N)=NC(=O)c1nc(Cl)c(N2CCCCCC2)nc1N	3%	x	x	x	23	72	x	x	-4%	22%
CCOC(=O)c1c(N)n(-c2ccc(N)cc2)c2nc3ccccc3nc12	5%	-0.2%	i	26%	3.9	66	-4%	2%	-8%	10%
COc1ccc(CNc2ncc(-c3cccc([N+](=O)[O-])c3)n2C)c(OC)c1OC	29%	-0.3%	x	6%	2.2	68	-6%	1%	3%	21%
COc1cccc(CN2CCN(c3ncccn3)CC2)c1	12%	-0.1%	i	3%	-2.3	67	18%	7%	1%	0%
COc1ccc(NC2CS(=O)(=O)CC2OC(=O)c2ccc(F)cc2)cc1 (stereo unspecified)	2%	0.0%	i	-5%	-1.9	116	11%	6%	-7%	14%
Cc1ccc(S(=O)(=O)NCCC(=O)NCc2ccccn2)cc1	-7%	x	x	x	0.7	60	x	x	-7%	5%
CC(C)NC(=S)N/N=C/c1ccccc1[N+](=O)[O-]	4%	0.6%	i	-13%	1.3	57	6%	-4%	-3%	12%
COc1ccccc1CNC(=O)COC(=O)c1ccccc1-c1ccccc1	2%	x	x	x	0.5	72	x	x	-6%	9%
CCOc1ccc(NC(=NCc2ccc3c(c2)OCO3)SC2CC(=O)N(c3ccc(C(=O)O)cc3)C2=O)cc1 (stereo unspecified)	4%	1.0%	i	16%	3.3	60	6%	8%	3%	4%
Cn1ncc(C#N)c1/N=C/N1CCOCC1	6%	0.1%	i	-4%	4.8	88	10%	-10%	-10%	15%
CC1(C)SC(=S)N(NC(=O)Nc2ccccc2)C1N(O)C(=O)Nc1ccccc1 (stereo unspecified)	10%	-0.1%	i	-9%	1.1	78	x	-4%	-21%	11%
COc1cc(OC)c(OC)cc1/C=N/NC(=O)CC1C(=O)NN=C1C (stereo unspecified)	4%	-0.2%	x	8%	-0.2	53	0%	-9%	-6%	8%
O=C(NCCCN1CCOCC1)/C(=C/c1cccnc1)NC(=O)c1ccccc1	-1%	-0.4%	i	-6%	0.3	94	12%	12%	-3%	3%
CN1C(=O)/C(=C/c2ccc(O)c([N+](=O)[O-])c2)N(C)C1=S	13%	-0.1%	i	-16%	-1.3	28	-2%	-2%	34%	8%
COCCN1Cc2cccc(C(=O)Nc3c(C)cc(C)cc3C)c2C1=O	1%	-0.1%	i	-8%	1.5	53	-8%	4%	-6%	-2%
O=C(COc1ccccc1)Nc1ncccn1	12%	-0.1%	i	-6%	0.9	52	0%	26%	1%	17%
COc1cc(OC)c(/C=N/NC(N)=S)cc1Br	11%	0.2%	i	-8%	-1.3	57	3%	-6%	-9%	-45%
O=C(COC(=O)C1CCN(S(=O)(=O)c2cccs2)CC1)Nc1ccccc1Br	3%	-0.3%	i	5%	0.7	44	-8%	4%	-2%	6%
COc1ccc(Cl)cc1NC(=O)C(C)OC(=O)c1ccc(NS(=O)(=O)c2ccc3[nH]c(=O)[nH]c3c2)cc1 (stereo unspecified)	9%	0.2%	i	13%	-0.2	53	15%	-27%	-4%	2%
FC(F)(F)C(Oc1nc(NC2CCCCC2)nc(N2CCOCC2)n1)C(F)(F)F	1%	-0.1%	i	-1%	2.2	71	-9%	2%	-2%	10%
Fc1ccc(Nc2nc(Oc3ccccc3F)nc(N3CCCC3)n2)cc1	10%	0.3%	i	-2%	8.4	53	-9%	-7%	0%	26%

(list continues)
molecule	Rac1 GTP hydrolysis	GPR55 beta-arrestin	Yfh1-depleted yeast	AID2073	NTR1 ag	NTR1 ag cell count 20 µM	GPR55 antagonists	GPR35 antagonists	NS5 inhibitors	Large T inhibition
Cc1ccc(S(=O)(=O)c2nc(NC3CCS(=O)(=O)C3)sc2Cl)cc1 (stereo unspecified)	4%	0.2%	i	-7%	-2.5	31	1%	5%	-8%	-1%
Cn1c(CNC(=O)C(Cc2ccccc2)NC(=O)c2ccccc2)cc(=O)n(C)c1=O (stereo unspecified)	9%	0.6%	x	10%	-0.5	60	-4%	-19%	7%	11%
COc1cc(C(=O)Nc2ccc(OCC(=O)N3CCOCC3)cc2C)cc(OC)c1OC	6%	-0.1%	x	15%	3.0	53	-4%	13%	-6%	3%
CN(C)[C@@H](CO)c1nnc([C@H](CC(=O)O)NC(=O)C2CCNCC2)o1	2%	-0.1%	i	8%	-0.5	96	-2%	-5%	-7%	15%
CCOC(=O)Cc1csc(NC(=O)c2cccc(OC)c2)n1	6%	-0.1%	i	-2%	1.3	77	1%	-8%	0%	13%
CCCn1nc(C(=O)NCc2ccccn2)c2ccccc2c1=O	8%	-0.2%	i	12%	1.4	76	-8%	-7%	-6%	4%
Cc1n[nH]c(=O)n1-c1ccc(OCc2ccccc2)cc1	4%	-0.2%	i	9%	1.8	78	3%	6%	-1%	6%
COC(=O)c1c(NC(=O)C2CC=CCC2C(=O)O)sc(C)c1C (stereo unspecified)	-2%	-0.1%	i	2%	-0.6	77	12%	-5%	-3%	20%
O=C(COc1ccc(Br)cc1)NCc1cn2ccccc2n1	4%	0.0%	i	4%	-1.1	61	-5%	-7%	-8%	10%
CCN1CC(CN(C)Cc2nc(-c3ccc(Cl)cc3)no2)CC1=O (stereo unspecified)	8%	0.2%	i	-1%	2.3	56	1%	9%	-2%	14%
O=C1N(c2ccccc2)CCN1c1ccccc1	5%	-0.2%	x	14%	1.4	58	4%	-6%	-6%	-3%
CC1(C)Cc2c(sc(NC(=O)C(=O)NCC3CCCO3)c2C(N)=O)CO1 (stereo unspecified)	5%	-0.1%	x	2%	0.3	47	10%	-10%	4%	9%
COc1ccc(C)cc1NC(=S)N1CCN(c2ncccn2)CC1	6%	0.3%	i	-8%	1.9	31	2%	-11%	-6%	14%
O=C(NNC(=O)C1CCN(Cc2ccc(Cl)c(Cl)c2)CC1)c1cccs1	6%	-0.1%	i	-12%	1.7	60	6%	-2%	5%	14%
O=C(NC1CCCc2ccccc21)c1ccccn1 (stereo unspecified)	7%	0.0%	x	8%	-1.9	34	8%	2%	1%	4%
COc1ccc(/C=N/N(C)c2cc(=O)n(C)c(=O)[nH]2)cc1OC	4%	-0.1%	i	-3%	2.3	101	20%	0%	3%	-4%
Cc1ccc(OCC(=O)N/N=C/C=C/c2ccco2)cc1	u	0.6%	i	54%	0.8	56	4%	3%	-9%	34%
CCC(C)(C)NC(=O)CN(C(=O)c1snc(C(N)=O)c1N)c1ccc2nc(C)sc2c1	8%	-0.1%	i	-2%	0.2	79	10%	6%	-11%	0%
CCOc1cc(CNCc2cccnc2)cc(Br)c1OCC(N)=O	-3%	-0.1%	x	-6%	-1.5	57	12%	-6%	-6%	3%
CC1CCc2c(C(=O)NCc3ccco3)csc2C1 (stereo unspecified)	12%	-0.1%	i	-2%	0.1	65	1%	0%	7%	10%
Cc1cc(C)c2oc(-c3ccc(C)c(NC(=S)NC(=O)c4cccs4)c3)nc2c1	18%	-2.3%	i	0%	6.6	46	2%	-1%	-7%	13%
O=C(C1CCN(S(=O)(=O)c2ccc(Br)s2)CC1)N1CCCCC1	5%	-0.2%	x	-3%	0.8	49	0%	2%	-7%	3%
COc1cc(/C=N/NC(=O)c2cccnc2)ccc1OC(=O)c1cc(OC)c(OC)c(OC)c1	9%	-0.1%	x	12%	2.6	33	1%	-10%	-7%	16%
COc1ccc(CCNC(=O)COC(=O)COc2ccc(Cl)cc2)cc1OC	3%	-0.8%	i	8%	1.4	94	2%	3%	-1%	16%

No enrichment for hits; overall some 1.7% were active at least once.
